# AI-2 QS mod – Vibrio harveyi AI-2 quorum sensing modulators, primary screen, JMH597 strain, luminescence/OD600 ratio; AID 2094, 2009; Vibrio harveyi JMH597 AI-2 luminescence/OD600 ratio, 9 h; active compounds read low; strain lacks LuxN and CqsS sensors; 0 = neutral-control median; activity change, % at 7.5 µM; 0.4% of 300,000 active; in the data active means activity change below about -75%, passing the limit was not always enough; inconclusive means no clear call, values can overlap the other calls;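 further: luminescence divided by OD600 gain over 9 h not by final OD600 alone; inactives centre near 13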
# SKKanGAS inh – S. pyogenes SKKanGAS growth inhibitors in kanamycin, primary screen, streptokinase expression inhibitor project, SKKanGAS strain, BacTiter-Glo luminescence. inhibition, % at 7.5 µM. AID 1662, 2009. 1.3% of 300,000 active. 6 h;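 active means mean replicate score, as percent of positive control median, at least 50; inconclusive means mean below 50 but one replicate at or above 50; inactive means mean and every replicate below 50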;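 further: strain carries kanamycin resistance gene driven by streptokinase promoter and grows in 40 µg/ml kanamycin; loss of luminescence reflects streptokinase promoter inhibition or plain growth inhibition; 0% = median of DMSO wells and 100% = positive control at its reference dose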
# HSP90 inh – HSP90 inhibitors, primary screen, cell lysate, luminescence | Heat shock protein HSP 90 (rabbit reticulocyte lysate; luciferase refolding) | Rabbit reticulocyte lysate, luciferase refolding luminescence, 3 h | inhibition, % at 5.6 µM | 0.91% of 290,000 active;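 active means inhibition above the screen-wide mean plus 3 SD, computed separately per campaign, cut at about 16% in these data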;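 further: 0% = DMSO wells and 100% = 60 µM geldanamycin wells; inhibitors lower the luminescence because luciferase stays unfolded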
# aSyn 5UTR inh – MLPCN primary screen, SNCA 5' untranslated region; alpha-synuclein 5'UTR reporter, inhibitor activity; AID 1813, 2009; inhibition, % (tested at 7.5 µM); 0.82% of 300,000 active; in the data active means inhibition above about 60%; inconclusive means no clear call, values can overlap the other calls;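 further: H4 neuroglioblastoma cells stably carrying SNCA 5'UTR luciferase fusion; 0% = DMSO wells and 100% = positive control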
# HIF act – HIF pathway transcriptional activators, primary screen, cell-based, U2OS HRE-luciferase, luminescence. U2OS HRE-luciferase reporter; normalized: DMSO 0%, desferrioxamine 100%. activation, % at 7.5 µM (by protocol). 0.32% of 300,000 active. AID 1910, 2009;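 active means mean activation of at least 10% of the iron chelator positive control signal, with at least half of replicates also reaching 10%; inconclusive means mean and replicate majority disagree about reaching 10%; inactive means mean and most replicates under 10%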
# Platelet DG rel – inhibitors of platelet dense granule secretion, primary screen, cell-based, MLPCN, human platelets. inhibition, %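 (compounds screened at 7.5 µM in platelet-rich plasma)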. 0.22% of 300,000 active. human platelet-rich plasma, SFLLRN dense granule ATP release, luminescence;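 active means mean replicate score, as percent of positive control, at or above 50; inconclusive means mean below 50 but at least one replicate at or above 50; inactive means mean and every replicate below 50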
# IEC-6 tox – cytotoxicity in IEC-6 intestinal epithelial cells, primary screen, cytotoxicity control for KLF5 inhibitor project, cell-based, luminescence; IEC-6 cytotoxicity, luminescence viability; inhibition, % at 5 µM; 0.78% of 290,000 active; in the data active means inhibition above about 22%;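 further: 0% = plate median of test compound wells and 100% = cytotoxic reference compound wells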
# HSF1 inh – HSF1 inhibitors in luciferase reporter cells, primary screen, cell-based, NIH3T3, luminescence; NIH3T3-HGL HSE-luciferase, MG132-induced, luminescence 8 h; active compounds read low; activity change, negative = inhibition, % at 7.5 µM (by protocol); 0.77% of 300,000 active;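 active means more than half of replicate wells show activity change below -50%, luminescence cut by over half; inconclusive means some wells, but at most half, below -50%; inactive means no replicate well below -50%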;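 further: luciferase reports HSF-1 transcriptional activity via heat shock element; 0% = median of DMSO wells and -100% = zero luminescence signal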
# KLF5 inh – KLF5 expression inhibitors, primary screen, DLD-1 cells, luminescence | DLD-1 KLF5 promoter-luciferase reporter | inhibition, % at 5 µM | 0.23% of 290,000 active | AID 1700, 2009;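 active means inhibition above a per-plate limit of that plate's mean compound inhibition plus 3 SD, cut at about 60% in these data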;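 further: 0% = DMSO wells and 100% = LY294002 at 200 µM; higher means less KLF5 promoter-driven luciferase light; inactives centre near -14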
# HSF-1 act – HSF-1 activators, primary screen, NIH3T3-HGL cells, MG132 stress, luminescence, single point. NIH3T3-HGL HSF-1 luciferase reporter, 8 h; 100% = twice DMSO control signal. activation, % at 9 µM. 1.7% of 300,000 active. AID 504408, 2011;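 active means mean replicate activation of at least 50% with a set share of replicates each reaching 50%; inconclusive means only one of those two conditions met; inactive means mean below 50% and too few replicates reaching it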;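 further: 0% = median of the neutral control wells and 100% = twice that signal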
# * hit, by the source's call; ? = inconclusive; · = not tested or not shown.
SMILES,AI-2 QS mod,SKKanGAS inh,HSP90 inh,aSyn 5UTR inh,HIF act,Platelet DG rel,IEC-6 tox,HSF1 inh,KLF5 inh,HSF-1 act
CCOc1ccc(N2C(=O)C3C4C=CC([C@H]5CC45)[C@@H]3C2=O)cc1 (some centres undefined),22,3,-2,-20,0.2,2,-4,8,-32,5
O=C1NC(=Nc2ccccc2)/C(=C/c2ccco2)S1,18,18,2,-65,0.1,-3,-8,12,-9,5
CCn1cc(C(=O)OCC(=O)NCc2ccc3c(c2)OCO3)c(=O)c2ccc(C)nc21,18,-7,-1,-30,-0.9,0,0,-7,-1,-4
Nc1cccn2c(-c3ccc(Cl)cc3)cnc12,26,1,-5,-260,1.5,8,5,5,7,22
Cc1ccc(CS(=O)(=O)c2ncn[nH]2)cc1,18,-23,0,-7,0.1,-4,1,-7,4,12
CCNC(=S)NNC(=O)c1ccc2ncccc2c1,-2,-3,-3,5,0.7,-4,-6,2,-37,0
O=C(c1cnn2c(C(F)(F)F)cc(-c3ccco3)nc12)N1CCc2ccccc2C1,23,2,0,13,0.1,1,-3,5,-5,0
Cc1ccc2nc(Cl)c3nnnn3c2c1,-86*,-1,0,-25,0.0,0,0,15,-5,-3
CCC1=NC(c2ccccc2OC)N(O)C1(C)C (centres undefined),23,3,1,6,-0.5,-3,0,-6,-41,-1
CCc1cc2cc(C)cc(C)c2nc1SCC(=O)NNC(=O)c1ccco1,21,-2,0,2,-0.1,5,10,-3,-11,-1
O=C1NC(c2ccccc2)Oc2ccccc21 (centres undefined),11,0,1,7,-0.3,3,-10,3,-36,18
Cc1ccc(NC(=O)C2CCN(S(=O)(=O)c3ccc4c(c3)OCCO4)CC2)c(O)c1,32,1,·,-1,0.5,-2,·,19,·,27
Cc1cc(-n2cccn2)ccc1CN1CCN(CC(C)C)C(CCO)C1 (centres undefined),6,0,1,-7,-0.6,0,-5,2,-13,31
O=C(O)c1ccc(Cl)c(S(=O)(=O)Nc2ccccc2C(=O)Nc2ccc(Cl)cc2)c1,·,17,-2,-46,1.3,0,-3,-3,-34,-5
CC(C)NC(=O)/C(C#N)=C/c1cccc(NC(=O)c2ccccc2Cl)c1,34,5,5,-14,0.3,2,-1,-9,25,-7
COCc1ccc(CN2CCCC(CO)(Cc3cccc(Cl)c3)C2)o1 (centres undefined),10,2,-1,-13,0.2,14,-2,15,-21,7
CC(C(=O)Nc1ccccc1-c1ccccc1)N1CCOCC1 (centres undefined),5,-14,0,24,-0.2,-6,5,12,-16,17
COc1ccc(OC)c(-c2csc(NC(=O)C3COc4ccccc4O3)n2)c1 (centres undefined),3,21,3,17,-0.3,1,2,6,-2,6
N#Cc1cccc(NC(=O)CCNS(=O)(=O)c2ccc3[nH]c(=O)oc3c2)c1,8,-1,4,11,0.1,-1,0,-7,8,3
S=C(Nc1ccc(Br)cc1Cl)N1CCC2(CC1)OCCO2,22,8,-4,-71,2.2,6,2,14,-43,-8
CC(C)C(=O)NNC(=O)c1cc2sccc2s1,16,1,-1,·,·,·,0,·,-14,·
CCOC(=O)C(=CNc1cc(C)nn1C(C)(C)C)C(=O)OCC,18,-5,2,11,-0.2,-2,0,3,11,29
CC1CCCCN1Cc1nc2c(c(=O)n(C)c(=O)n2C)n1CCc1ccccc1 (centres undefined),14,0,-1,-26,-0.2,1,1,-1,-10,0
Cc1ccc(-c2csc(NC(=O)CSc3ncn(-c4ccccc4)n3)n2)cc1,19,9,-2,-24,1.0,-6,2,7,-4,30
COC(=O)c1cn[nH]c1NC(=S)Nc1ccccc1C,16,1,-1,-49,1.9,-3,-1,7,-80,20
COc1ccc(/C=C2\SC(=O)N(CCc3nnc(N)s3)C2=O)cc1,1,-4,-2,-38,-1.0,2,-3,-1,-67,15
COc1ccc(OC)c(N(C)S(=O)(=O)c2cc3c(cc2C)NC(=O)CO3)c1,-1,3,-4,-5,-0.1,-2,-6,-4,-5,-11
Cc1ccc(Oc2ccc(/C=N/O)cn2)cc1,-65,4,4,-83,2.3,11,8,8,-84,11
CCOC(=O)N1CCN(C(=O)CSCC(=O)Nc2nc(-c3ccc(C)cc3)cs2)CC1,43,-1,-4,-85,0.0,1,6,-19,-21,-33
Cc1ccsc1/C=C1/NC(=O)N(Cc2ccc(F)cc2)C1=O,14,4,-2,5,-0.4,-2,2,1,13,2
Cc1onc(-c2ccc(Cl)cc2)c1-c1ccnc(SCC(=O)Nc2ccc(C(C)C)cc2)n1,6,15,6,21,-0.2,-3,1,-3,-19,-2
COc1ccc(CCNC(=O)Nc2ccc3c(c2)OCO3)cc1OC,30,2,1,8,0.0,-8,-5,7,-20,29
Cc1ccc(C(=O)N2CCN(c3ccc(NC(=O)c4ccc(Br)o4)cc3)CC2)cc1,18,-1,1,2,0.3,11,3,12,-12,24
CC1C(=O)Nc2ccccc2N1C(=O)c1cccc(C(F)(F)F)c1 (centres undefined),7,-4,-2,0,-0.4,14,1,-1,-1,27
Cc1cnc(NC(=O)c2cc3c(C)nn(-c4ccccc4)c3s2)s1,5,107*,-2,-66,-0.2,0,1,-6,5,0
COc1ccc(C(C)=O)cc1CN1C(=O)C(C)N(c2ccc(C)cc2)C1=O (centres undefined),9,-1,1,2,0.3,-3,-1,-2,-7,-2
CCOc1ccccc1-c1cc(-c2ccccc2)nc2c1c(=O)n(C)c(=O)n2C,26,-1,-1,12,-1.1,-1,1,-6,-42,8
C=CC#CC1(O)CC(C)N(C)CC1C (centres undefined),29,-4,7,-11,-0.2,10,6,3,7,19
O=C(NCc1ccccc1)/C(=C/c1ccccc1)NC(=O)c1ccco1,5,-1,-2,1,-14,13,-1,-9,-6,-29
O=C(COc1ccc2c3c(c(=O)oc2c1)CCCC3)NCC(O)c1ccccc1 (centres undefined),5,-8,0,9,-0.4,2,1,3,-35,-24
Cc1ccccc1C(=O)Nc1nnc(-c2ccco2)o1,33,-5,0,-44,-0.3,0,1,1,-56,4
Cc1ccccc1N=Cc1cccc(O)c1O,7,1,5,-22,-0.5,4,-1,1,-12,-7
Fc1ccc(C2NCCn3cccc32)cc1 (centres undefined),1,-23,-1,20,-0.4,1,3,-3,-15,-9
CC(C)(C)SC(C(=O)N1CCOCC1)c1ccc(Br)cc1 (centres undefined),5,0,-5,14,-0.4,-3,-5,-8,-6,-7
Cc1ccc(/C(N)=N/OC(=O)c2ccc(Cl)cc2Cl)cc1,-1,8,7,8,1.1,-1,-7,-23,-50,-28
Cc1oc2c(CN3CCOCC3)c(O)ccc2c(=O)c1-c1ccc(Cl)cc1,-6,-19,1,1,-0.3,-7,5,-2,-51,-1
CCOc1cccc2cc(-c3csc(NC(=O)CCC(=O)NCCCN4CCC(C)CC4)n3)c(=O)oc12,10,4,-3,-76,0.5,0,4,23,-108,?
COc1cc(NS(=O)(=O)c2ccc(F)cc2)c(OC)cc1NC(=O)C1CC1,43,-3,1,34,-0.2,-9,3,-4,-41,10
CCn1c(CN(C)c2ccccc2)nc2ccccc21,-13,8,-3,14,3.0,0,3,5,-28,18
O=C(Nc1ccccc1)/C(=C\c1ccncc1)NC(=O)c1ccccc1,7,4,-1,-1,0.4,-3,-4,0,-17,-5
CC1(c2nnc(-c3ccc(F)cc3)o2)CC(c2cccc(Cl)c2)=NO1 (centres undefined),11,-1,·,-5,-0.6,0,·,-1,·,-10
C/C(CC(C)C)=N\NS(=O)(=O)c1ccc(C)c([N+](=O)[O-])c1,21,-8,1,?,0.0,20,3,-5,-21,2
CCN(CC)S(=O)(=O)c1cc(NS(=O)(=O)c2ccccc2)ccc1C,28,-8,0,-20,-41,-6,-8,-1,-21,-8
COc1ccc(NC(=O)NC23CC4(C)CC(C)(CC(C)(C4)C2)C3)cc1OC,14,0,1,9,-0.3,-1,6,10,-18,10
CCN=C1SC(CC(=O)Nc2ccc3c(c2)OCO3)C(=O)N1CC (centres undefined),-4,-2,1,-14,-0.4,-3,1,2,11,-6
COc1ccc(S(=O)(=O)NCc2cccnc2)cc1C(=O)Nc1ccccc1,18,2,-1,-1,-0.3,1,1,-1,-6,2
CC(=O)N1CCc2cc(S(=O)(=O)CCC(=O)NCc3ccco3)ccc21,11,-5,0,12,-0.3,1,-5,0,-15,26

# High-throughput results deposited in PubChem BioAssay by several laboratories.
